RGS8-Gao reg: regulators of human RGS8-Galphao interaction. P09471. multiplexed bead flow cytometry, RGS8-Galphao binding; actives lie on both sides. response (percent of control binding), % at 10 µM. 220,000 compounds, 0.34% hits. AID 1423; in the data active means response below about 60% or above about 140%; inactive means in between;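 further: Galphao activated as the GDP aluminium fluoride complex binding bead-coupled RGS8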
Bcl-2 Bim block: disrupts Bim peptide binding to human Bcl-2; P10415; Bead-based flow cytometry, Bim peptide-Bcl-2 binding; inhibition, % at 10 µM; 190,000 compounds, 0.06% hits; in the data active means inhibition above about 40%; inconclusive means no clear call, values can overlap the other calls;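 further: 0% = no compound wells with probe peptide and 100% = reference peptide inhibitor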
ABCG2 block: inhibitors of human ABCG2 transporter, ABCB1 counter-screen; Q9UNQ0; IgMXP3 cells, JC-1 efflux, flow cytometry; inhibition, % at 6.6 µM; 190,000 compounds, 0.1% hits;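 active means inhibition above 80%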;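 further: 0% = DMSO and 100% = nicardipine control wells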
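Test system: IgMXP3 cells (ABCG2) mixed with DDAO far-red-labelled CCRF-Adr cells (ABCB1). Reagent: JC-1 transporter substrate. Compound dosing: single test compound dose, 6.6 µM final. Times: 10 min compound exposure, 25 °C. Detection: flow cytometry of retained JC-1 fluorescence. Read-out basis: efflux inhibition in percent versus controls. Controls: nicardipine and DMSO wells.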
ABCB1 inh: inhibitors of human ABCB1 transporter, ABCG2 counter-screen. P08183. CCRF-Adr cells, JC-1 efflux, flow cytometry. inhibition, % at 6.6 µM. 190,000 compounds, 0.067% hits; in the data active means inhibition above about 40%;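 further: 0% = vehicle and 100% = reference inhibitor; higher value means more JC-1 retained so stronger ABCB1 efflux block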
Target sequence (P08183 whole entry, looked up): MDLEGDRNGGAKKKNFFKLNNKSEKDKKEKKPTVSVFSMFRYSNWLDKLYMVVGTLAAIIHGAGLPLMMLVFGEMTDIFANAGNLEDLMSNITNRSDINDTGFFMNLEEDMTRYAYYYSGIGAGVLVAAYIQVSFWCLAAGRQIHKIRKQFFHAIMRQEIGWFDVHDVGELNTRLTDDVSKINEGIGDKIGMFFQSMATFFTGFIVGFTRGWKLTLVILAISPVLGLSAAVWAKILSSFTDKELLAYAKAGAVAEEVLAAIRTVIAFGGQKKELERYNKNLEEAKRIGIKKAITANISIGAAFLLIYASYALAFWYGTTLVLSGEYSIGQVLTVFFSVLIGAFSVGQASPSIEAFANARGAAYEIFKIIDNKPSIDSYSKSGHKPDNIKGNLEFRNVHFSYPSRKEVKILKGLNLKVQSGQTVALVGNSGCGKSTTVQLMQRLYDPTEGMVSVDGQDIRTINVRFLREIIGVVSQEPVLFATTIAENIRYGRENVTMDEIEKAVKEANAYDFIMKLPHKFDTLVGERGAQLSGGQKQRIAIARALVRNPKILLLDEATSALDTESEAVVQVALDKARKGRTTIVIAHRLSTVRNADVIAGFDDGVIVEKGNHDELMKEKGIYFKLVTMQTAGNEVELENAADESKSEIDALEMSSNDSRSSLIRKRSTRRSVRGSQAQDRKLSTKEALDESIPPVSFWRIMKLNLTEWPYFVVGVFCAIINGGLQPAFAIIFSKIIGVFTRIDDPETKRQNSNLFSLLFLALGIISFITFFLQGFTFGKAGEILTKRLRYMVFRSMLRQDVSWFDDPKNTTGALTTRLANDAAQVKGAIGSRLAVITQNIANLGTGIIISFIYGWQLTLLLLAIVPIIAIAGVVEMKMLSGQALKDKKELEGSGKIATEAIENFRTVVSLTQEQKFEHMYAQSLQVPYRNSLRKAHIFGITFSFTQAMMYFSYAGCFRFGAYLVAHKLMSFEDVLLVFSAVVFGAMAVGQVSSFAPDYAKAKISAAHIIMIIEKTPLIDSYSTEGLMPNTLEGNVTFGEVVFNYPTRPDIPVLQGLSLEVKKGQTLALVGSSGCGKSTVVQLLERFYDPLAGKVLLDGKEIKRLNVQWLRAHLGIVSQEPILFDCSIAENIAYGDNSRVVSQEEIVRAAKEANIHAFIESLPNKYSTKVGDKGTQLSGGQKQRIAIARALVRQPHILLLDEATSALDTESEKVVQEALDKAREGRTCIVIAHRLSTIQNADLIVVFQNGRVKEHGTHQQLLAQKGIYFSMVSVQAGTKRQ
Bcl-B Bim block: inhibitors of Bim-Bcl-B interaction, human. bead-based flow cytometry, Bim peptide-Bcl-B binding. inhibition, % at 10 µM. 190,000 compounds, 0.073% hits. AID 951;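 further: 0% = tracer peptide without compound and 100% = reference inhibitor peptide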
RGS7-Gao: regulators of human RGS7-Galphao interaction; binding response (% of control), % at 10 µM; 220,000 compounds, 0.35% hits; Multiplexed bead flow cytometry, RGS7-Galphao binding; actives lie on both sides; P09471; AID 1439; in the data active means binding response below about 49% or above about 150%; inconclusive means no clear call, values can overlap the other calls; inactive means in between;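 further: fluorescent Galphao held in activated GDP-AlF4 state binding bead-coupled RGS7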
RGS4-Gao reg: human RGS4-Galphao interaction regulation; AID 1415; 220,000 compounds, 0.33% hits; P09471; Multiplexed bead flow cytometry, RGS4-Galphao binding; actives lie on both sides; binding response (% of control), % at 10 µM; in the data active means binding response below about 49% or above about 150%; inactive means in between;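 further: fluorescent Galphao activated with aluminum fluoride binding bead-coupled RGS4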
Bim-Bcl-XL: inhibitors of Bim-Bcl-XL interaction, human. Bim peptide-Bcl-XL binding, bead flow cytometry, fluorescence. Q07817. inhibition, % at 10 µM. 190,000 compounds, 0.04% hits
Bfl-1 Bim block: inhibitors of Bim-Bfl-1 interaction, human | Q16548 | Bead-based flow cytometry, Bim-Bfl-1 binding inhibition | inhibition, % at 10 µM | 190,000 compounds, 0.12% hits | AID 1008;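 further: 0% = wells without compound plus tracer and 100% = blocker peptide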
GSH bead fluor: GSH bead compound fluorescence profile; AID 1776; fluorescence (KMESF) at 10 µM; GSH beads flow cytometry, compound fluorescence 488/530 nm; active compounds read high; 190,000 compounds, 0.25% hits; in the data active means fluorescence above about 89;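 further: glutathione beads carrying GST-tagged Bcl family fusion proteins plus one bare bead set; values are compound well signal with DMSO vehicle wells as background; inactives centre near 16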
Bcl-W Bim block: inhibitors of Bim-Bcl-W interaction, human; Q92843; bead-based flow cytometry, Bim peptide-Bcl-W binding; inhibition, % at 10 µM; 190,000 compounds, 0.02% hits; AID 952;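 further: 0% = bound tracer without compound and 100% = peptide blocker; higher means less fluorescent Bim peptide bound to Bcl-W beads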
* marks the source's active call; other numbers are inactive results; ? = inconclusive; . = not tested or not shown. Unless noted, no stated cut-off is given here; in the data, active means inhibition above about 40%.

SMILES | RGS8-Gao reg | Bcl-2 Bim block | ABCG2 block | ABCB1 inh | Bcl-B Bim block | RGS7-Gao | RGS4-Gao reg | Bim-Bcl-XL | Bfl-1 Bim block | GSH bead fluor | Bcl-W Bim block
CCOC(=O)c1ccc(NC(=O)c2ccc(CO)c(C(=O)NC3CCN(C(=O)OCC)CC3)c2)cc1 | 100 | -5 | 6 | 0.2 | -6 | 102 | 102 | -1 | -10 | 23 | 0
Nc1nonc1C(=O)N/N=C/c1cc(Br)ccc1O | 91 | -1 | 18 | -1.9 | -4 | 85 | 89 | 0 | -3 | 14 | 1
O=C(Nc1nnc(SCc2ccc(Cl)cc2)s1)c1ccco1 | 100 | -2 | 1 | 0.2 | -2 | 103 | 105 | -3 | 1 | 20 | -2
CCc1ccc(OC(=O)c2ccn(CC)n2)cc1 | 103 | 0 | 3 | 0.7 | 0 | 112 | 108 | -1 | 0 | 15 | -3
COc1ccccc1NC(=O)Cn1c(O)c(N=NC(=O)c2ccccc2O)c2ccccc21 | 106 | 6 | -1 | -0.4 | 0 | 98 | 101 | 0 | 9 | 21 | 4
CN(C(=O)COC(=O)/C=C/c1ccccc1[N+](=O)[O-])c1ccccc1 | 101 | -6 | 18 | 1.1 | -2 | ? | 95 | -2 | -5 | 16 | -2
COc1ccc(S(=O)(=O)N2CCCN(Cc3cccc(F)c3)CC2)cc1 | 96 | -3 | 1 | 0.6 | -3 | 96 | 101 | -4 | -4 | 18 | -1
Nc1nc(SCC(=O)NN(c2ccccc2)c2ccccc2)n[nH]1 | 99 | 2 | 0 | 0.8 | -1 | 98 | 99 | -1 | 0 | 7 | -1
COc1cc([N+](=O)[O-])ccc1NC(=O)Cc1ccc(F)cc1 | 103 | -1 | 13 | 0.8 | -6 | 102 | 105 | -4 | -1 | 10 | 0
CCCCC(=O)O[C@H]1CC[C@H]2[C@@H]3CCc4cc(O)ccc4[C@H]3CC[C@]12C | 99 | 0 | 0 | -0.6 | 1 | 102 | 99 | -5 | 0 | 20 | -4
O=C(Nc1ccccc1C(=O)N1CCOCC1)c1ccc(Cl)cc1 | 99 | 0 | 4 | 0.0 | -3 | 92 | 97 | 0 | -2 | 8 | -3
CCCCn1c(O)c(C(CC)=Nc2ccc3c(c2)CCC3)c(=O)[nH]c1=O | 100 | -4 | 19 | 3.1 | -2 | 100 | 96 | -6 | -4 | 42 | 1
O=C(NCc1ccc(F)cc1)C1Cc2ccccc2CN1C(=O)c1ccco1 (configuration not stated) | 99 | 0 | 2 | 0.2 | -5 | 103 | 98 | -4 | -3 | 13 | -2
C=C(C)c1cccc(C(C)(C)NC(=O)NC2CCCC2)c1 | 82 | 0 | -1 | . | 0 | 95 | 98 | -6 | 7 | 9 | -4
Cc1ccccc1OCCn1c(=O)sc2ccccc21 | 104 | -13 | 1 | 0.1 | -4 | 103 | 102 | -4 | -2 | 14 | -4
O=C(COC(=O)c1cnccn1)NCCc1ccccc1 | 96 | -1 | 0 | -0.1 | -2 | 97 | 92 | -1 | 0 | 13 | 0
CCOc1ccc(NC(=O)CSc2nnc(Cc3cccn3C)n2-c2ccc(F)cc2)cc1 | 100 | -7 | 15 | 2.4 | -7 | 99 | 100 | -3 | -8 | 15 | -4
O=C(N/N=C\c1ccccn1)C1COc2cc3ccccc3cc2O1 (configuration not stated) | 102 | -10 | 1 | -0.3 | -10 | 98 | 102 | -2 | -16 | 29 | 0
CCOc1ccccc1Oc1coc2cc(OCC(=O)O)ccc2c1=O | 104 | -2 | 6 | 0.7 | -2 | 106 | 106 | 0 | -2 | 18 | 1
O=C(O)CC12CSc3[nH]c(=O)sc3C1c1ccccc1OC2=O (configuration not stated) | 82 | -2 | -4 | -2.6 | -3 | 85 | 83 | -4 | -1 | 22 | -2
O=C1C2CC=C(Cl)CC2C(=O)N1CN(Cc1ccco1)CN1C(=O)C2CC=C(Cl)CC2C1=O (configuration not stated) | 99 | 0 | 0 | 0.2 | 0 | 96 | 95 | -1 | -1 | 10 | -1
CCOC(=O)c1cnc(-c2ccccc2)nc1N1CCOCC1 | 100 | -2 | 1 | 0.2 | -4 | 103 | 103 | -3 | -4 | 9 | -2
Cc1ccc(CN(Cc2ccccc2)C(=S)NCC(=O)NCc2cccnc2)o1 | 103 | -5 | 4 | 0.8 | -24 | 99 | 98 | -6 | 0 | 11 | 0
O=C1C2C(C(=O)N1/N=C/c1cccc([N+](=O)[O-])c1)C1C=CC2C12CC2 (configuration not stated) | 105 | -1 | 4 | 0.1 | -7 | 102 | 102 | 0 | -1 | 11 | -2
CCCC(=O)Nc1ccc(C(=O)Nc2ccc([N+](=O)[O-])cc2OC)cc1 | 98 | 0 | 16 | 0.6 | 1 | ? | 97 | 1 | 5 | 23 | -4
COc1ccc(C=O)cc1COc1ccc(F)cc1F | 105 | -9 | 5 | 0.6 | -8 | 117 | 102 | -1 | -12 | 37 | 0
Cc1ccc(-c2csc(NC(=O)C3=NN(c4ccccc4)C(=O)CC3)n2)cc1 | 105 | 0 | -3 | 0.0 | 0 | 101 | 101 | 2 | 1 | 6 | 0
C=CCn1c(SCC(=O)Nc2ncc(Cc3ccc(Br)cc3)s2)nnc1-c1ccncc1 | 102 | -3 | -1 | 0.0 | -6 | 102 | 105 | 0 | -7 | 9 | 3
Nc1ccc2oc(C3CCCCC3)nc2c1 | 99 | -4 | 1 | 0.3 | -6 | 96 | 99 | -2 | -4 | 16 | -2
CC1CN(c2ncnc3c2oc2ccccc23)CC(C)O1 (configuration not stated) | 99 | -6 | 7 | 1.1 | -6 | 93 | 97 | -1 | -10 | 59 | 5

Just RGS4-Gao reg and RGS7-Gao, for two of the compounds above:
Structure	RGS4-Gao reg	RGS7-Gao
Cc1ccccc1OCCn1c(=O)sc2ccccc21	102	103
O=C(COC(=O)c1cnccn1)NCCc1ccccc1	92	97

(cont.)
SMILES | RGS8-Gao reg | Bcl-2 Bim block | ABCG2 block | ABCB1 inh | Bcl-B Bim block | RGS7-Gao | RGS4-Gao reg | Bim-Bcl-XL | Bfl-1 Bim block | GSH bead fluor | Bcl-W Bim block
S=C(Nc1cccc2ccccc12)NN1CCOCC1 | 104 | 0 | 2 | 0.8 | 0 | 116 | 117 | 1 | 3 | 24 | -1
CCCCSCCCNC(=S)Nc1ccccc1C | 103 | -1 | 6 | 0.2 | -6 | 102 | 103 | -2 | -2 | 21 | 0
COc1cccc(NC(=O)N(C2CCCCC2)C(C)c2cccs2)c1 (configuration not stated) | 99 | -2 | 4 | 0.6 | 0 | 98 | 99 | -3 | 0 | 13 | -3
c1ccc(Cc2nnc(N3CCOCC3)c3ccccc23)cc1 | 104 | -7 | 3 | 0.5 | -7 | 102 | 102 | -3 | -8 | 14 | 0
COc1cccc(C2C3=C(CC(C)(C)CC3=O)OC(N)=C2[N+](=O)[O-])c1 (configuration not stated) | 103 | 0 | 0 | 0.1 | -7 | 107 | 103 | 1 | -12 | 24 | 2
O=C(CSc1ccc2nnc(-c3cccc(F)c3)n2n1)N1CCCc2ccccc21 | 101 | 1 | 16 | 3.2 | -3 | 97 | 102 | 13 | -3 | 9 | 3
CC(=O)c1cccc(OCC(=O)N2CCN(c3ccc(C(F)(F)F)cn3)CC2)c1 | 100 | -4 | 7 | 0.5 | 0 | 92 | 102 | -2 | -5 | 11 | 0
Cc1cc(C(=O)CSc2nc3ccccc3o2)c(C)n1C1CC1 | 101 | 2 | 15 | 2.3 | -5 | 100 | 98 | 0 | -1 | 23 | -2
O=c1c(Cl)c(NC2CC2)cnn1-c1ccccc1 | 93 | -1 | -1 | 0.3 | -3 | 80 | 89 | -3 | -3 | 12 | 2
COc1ccc(Br)cc1/C(C)=N/NC1=NCCN1 | 102 | -6 | 4 | 0.7 | -7 | 103 | 103 | -2 | -10 | 35 | -3
CCc1nc(NCCN2CCOCC2)c2oc3ccccc3c2n1 | 102 | -3 | 1 | 0.2 | -6 | 99 | 102 | -2 | -13 | 25 | 0
COc1cc(NC(=O)c2ccc(S(=O)(=O)N(C)C)cc2)cc(OC)c1OC | 98 | -9 | 1 | 0.2 | -7 | 95 | 95 | 6 | -9 | 34 | 5
CC1Cc2ccccc2N1C(=O)COC(=O)c1c2c(nc3ccccc13)CCCCC2 (configuration not stated) | 87 | 0 | 15 | 5.7 | -5 | 102 | 100 | -6 | 5 | 10 | -5
COC(=O)C(Cc1ccccc1)NC(=O)COc1ccc(C(C)(C)C)cc1 (configuration not stated) | 100 | -14 | 22 | 0.7 | -10 | 101 | 102 | -6 | -17 | 35 | -3
COc1ccc(C(=O)N(CN2CCCC2=O)c2cc(C)on2)cc1OC | 102 | 1 | 1 | 0.9 | -4 | 103 | 100 | -6 | -2 | 23 | -5
CC(C)N1CC23C=CC(O2)C(C(=O)OCc2ccccc2)C3C1=O (configuration not stated) | 103 | -7 | 1 | 0.0 | -7 | 99 | 100 | -7 | -4 | 14 | -10
Nn1c(SCCOc2ccccc2)nnc1-c1cccnc1 | 99 | -11 | 2 | 0.7 | -15 | 99 | 104 | -10 | -15 | 9 | -4
Cc1ccc(-n2c(O)c(C=Nc3ccc4c(c3)OCO4)c3ccccc3c2=O)cc1C | 97 | -3 | 0 | 0.4 | 0 | 97 | 97 | 0 | 0 | 19 | 1
COc1cc(C(=O)N(Cc2ccc(F)cc2)C2CCS(=O)(=O)C2)cc(OC)c1OC (configuration not stated) | 101 | -8 | 2 | -0.3 | -8 | 103 | 102 | -5 | -16 | 37 | 3
CCOc1ccc2nc(N3CCOCC3)nc(C)c2c1 | 101 | -1 | 2 | 0.1 | -3 | 101 | 102 | 0 | -15 | 5 | 4
Cc1cc(C(=O)N2CCCC2C(=O)O)c(C)o1 (configuration not stated) | 100 | -7 | 10 | 0.8 | -10 | 102 | 101 | -6 | -20 | 22 | -1
CCn1cc(Cl)c(C(=O)Nc2nc3ccccc3n2CCN2CCCCC2)n1 | 105 | -4 | 0 | 0.2 | -6 | 102 | 105 | -6 | -12 | 24 | 1
CCOc1ccccc1-n1c(SCC(=O)NC)nnc1-c1ccco1 | 97 | -7 | 5 | 1.1 | -7 | 97 | 95 | -3 | -13 | 23 | 1
COc1cccc(C(=O)COc2ccc3c(C)c(Cc4ccccc4)c(=O)oc3c2C)c1 | 98 | -12 | 1 | 0.2 | -28 | 98 | 94 | -16 | -4 | 32 | -9
CCOC(=O)N1CCC(N(CCN(C)C)C(=S)Nc2cccc(Cl)c2C)CC1 | 103 | -4 | 7 | 2.1 | -7 | 103 | 105 | -7 | -11 | 17 | -4
O=C(Nc1sc2c(c1C(=O)O)CCC2)c1ccccc1 | 103 | -11 | -2 | -1.7 | -7 | 100 | 102 | -3 | -16 | 38 | -3
CN1CCN(C(=O)c2ccc(C(F)(F)F)cc2)CC1 | 101 | 0 | 1 | 0.0 | -1 | 102 | 104 | 0 | -1 | 14 | 1
